Screening results as filed in PubChem.
Efflux pump mplx – inhibitors of Candida antifungal efflux pumps expressed in yeast; S. cerevisiae Candida pump triplex, Nile Red efflux; inhibition, % at 10 µM; hit rate 0.44% among 330,000; AID 485275;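 active = plate passing quality check with inhibition over a set limit, or well fluorescence over plate mean plus 4 SD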;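 also: Nile Red retained in pooled yeast measured as flow cytometry median fluorescence; 0% = buffer negative control and 100% = Enniatin B positive control; higher means more Nile Red kept so more efflux inhibition; some compounds called inactive have numbers as strong as hits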
AHR act – human AHR activation; AHR-responsive luciferase reporter cells, luminescence; activation, % at 5 µM; hit rate 2.5% among 320,000; in the data active = activation above about 47%;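 also: 0% = vehicle wells and 100% = reference agonist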
Target sequence (P35869 whole entry, looked up): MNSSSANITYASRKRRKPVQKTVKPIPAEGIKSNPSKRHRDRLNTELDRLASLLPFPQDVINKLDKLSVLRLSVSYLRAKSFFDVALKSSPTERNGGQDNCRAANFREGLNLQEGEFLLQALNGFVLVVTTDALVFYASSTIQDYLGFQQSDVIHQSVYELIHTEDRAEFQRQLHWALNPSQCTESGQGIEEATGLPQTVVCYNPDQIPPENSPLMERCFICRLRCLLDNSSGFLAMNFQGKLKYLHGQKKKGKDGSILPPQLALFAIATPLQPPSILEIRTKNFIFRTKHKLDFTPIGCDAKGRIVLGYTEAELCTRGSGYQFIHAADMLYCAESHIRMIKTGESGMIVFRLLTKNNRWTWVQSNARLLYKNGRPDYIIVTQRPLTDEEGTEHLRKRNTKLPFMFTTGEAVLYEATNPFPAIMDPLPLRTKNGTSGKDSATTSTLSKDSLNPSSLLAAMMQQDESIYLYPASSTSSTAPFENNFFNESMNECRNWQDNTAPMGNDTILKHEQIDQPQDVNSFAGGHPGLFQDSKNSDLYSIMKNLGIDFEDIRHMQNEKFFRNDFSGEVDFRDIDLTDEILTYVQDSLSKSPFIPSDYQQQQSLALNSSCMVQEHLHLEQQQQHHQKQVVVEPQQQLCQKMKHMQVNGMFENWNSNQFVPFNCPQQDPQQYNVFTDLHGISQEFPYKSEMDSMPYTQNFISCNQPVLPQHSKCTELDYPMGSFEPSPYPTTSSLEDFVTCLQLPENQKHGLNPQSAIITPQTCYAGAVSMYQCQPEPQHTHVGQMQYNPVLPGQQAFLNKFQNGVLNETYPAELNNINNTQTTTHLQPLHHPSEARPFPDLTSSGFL
CIT2 TOR yeast – modulators of TOR pathway CIT2-GFP in S. cerevisiae; hit rate 0.065% among 320,000; GFP response vs DMSO, % at 10 µM; S. cerevisiae CIT2-GFP strain, flow cytometry, 3 h; 100 means same as DMSO wells;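 active = GFP response relative to DMSO above a set limit, near the screen mean plus 3 SD, cut at about 150% in these data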;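 also: ratio of well median GFP fluorescence to mean of DMSO wells on the plate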
MEP2 TOR yeast – alters MEP2-GFP fluorescence in TOR pathway yeast screen | S. cerevisiae MEP2-GFP strain, flow cytometry GFP, 3 h; 100% = DMSO control level | hit rate 0.51% among 330,000 | GFP response vs DMSO, % at 10 µM | AID 2016;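 active = GFP response versus DMSO above a set limit, roughly screen mean plus 3 SD, cut at about 180% in these data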;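 also: median GFP fluorescence of the barcode-gated MEP2-GFP cells per well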
RPL19A-GFP yeast – yeast TOR pathway RPL19A-GFP modulation; S. cerevisiae RPL19A-GFP strain, flow cytometry, 3 h; hits give low values; percent response vs DMSO, % at 10 µM; hit rate 0.3% among 330,000; AID 2025;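 active = percent response vs DMSO below 50%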;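 also: median channel GFP fluorescence of the barcoded RPL19A-GFP strain; ratio of sample median GFP to plate DMSO average so 100% = DMSO; lower means less RPL19A-GFP as with rapamycin TOR inhibition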
AGP1-GFP MLPCN – alters AGP1-GFP fluorescence in TOR pathway yeast screen; S. cerevisiae AGP1-GFP multiplex flow cytometry, 3 h; GFP as percent of DMSO wells; GFP response vs DMSO, % at 10 µM; hit rate 0.02% among 320,000; AID 2066;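 active = GFP response relative to DMSO above a set limit, near screen average plus 3 SD, cut at about 150% in these data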;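 also: median GFP channel fluorescence of the gated AGP1 strain per well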
LAP4 TOR yeast – modulators of TOR pathway LAP4-GFP in S. cerevisiae; S. cerevisiae LAP4-GFP multiplex, flow cytometry GFP, 3 h; median GFP as percent of DMSO wells; GFP response vs DMSO, % at 10 µM; hit rate 0.34% among 320,000;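 active = GFP response vs DMSO above a set limit, about the screen mean plus 3 SD, cut at about 150% in these data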
Yeast superoxide – lowers age-related superoxide in aged yeast cells; S. cerevisiae aged cells, superoxide DHE fluorescence; hits give low values; superoxide response (% of plate mean), % at 10 µM; hit rate 0.18% among 330,000;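 active = superoxide response under a set limit, about three screen SD below normal, cut at about 65% in these data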;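 also: yeast aged for seven days with compound at 30 °C before DHE staining; 100% = average MFI of all compound-treated wells on the plate with controls excluded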
Active calls of the source: *; i = inactive; · = not tested or not shown.

SMILES | Efflux pump mplx | AHR act | CIT2 TOR yeast | MEP2 TOR yeast | RPL19A-GFP yeast | AGP1-GFP MLPCN | LAP4 TOR yeast | Yeast superoxide
COc1ccc(CCNC(=O)c2nnn(CC(=O)Nc3ccc(C)cc3C)c2N)cc1OC | 0.0 | 25 | 113 | 109 | 106 | 109 | 101 | i
O=C(O)CCC(=O)Nc1ccc(F)cc1 | -0.2 | 1 | 105 | 106 | 100 | 103 | 99 | 95
O=C(NCCC1=CCCCC1)C1CCC(=O)N(Cc2ccc(Cl)cc2)C1 (stereo not drawn) | 0.0 | 2 | 99 | 90 | 101 | 98 | 88 | 97
COC(=O)C1=CO[C@@H](O[C@@H]2O[C@H](CO)[C@@H](O)[C@H](O)[C@H]2O)C2C1C=C[C@@]2(O)CO (stereo partly drawn) | -0.3 | 1 | 91 | 97 | 95 | 97 | 97 | 107
O=Cc1ccc2ccc3cccnc3c2n1 | 0.1 | 7 | 101 | 107 | 106 | 97 | 111 | 103
CC(C)(C)C(=O)Nc1ccc2c(c1)-c1cc(NC(=O)C(C)(C)C)ccc1C2 | 0.0 | -1 | 105 | 102 | 102 | 104 | 110 | 100
COC(=O)c1[nH]c2c(c1C)C(=O)CC(c1cccc(OC)c1)C2 (stereo not drawn) | 0.1 | 19 | 100 | 104 | 102 | 85 | 95 | 97
CN1/C(=C/C=C(C#N)C#N)C=Cc2ccccc21 | 0.2 | 1 | 100 | 102 | 99 | 103 | 107 | 92
COc1cccc(OCC(O)CN2CCN(C)CC2)c1 (stereo not drawn) | -0.1 | 0 | 101 | 96 | 99 | 98 | 96 | 115
CCN1CC(CN(C)Cc2nc(-c3ccc(C(F)(F)F)cc3)no2)CC1=O (stereo not drawn) | -0.1 | 3 | 108 | 102 | 105 | 102 | 102 | 110
CCOc1ccc(C2C(C(=O)c3ccco3)=C(O)C(=O)N2Cc2cccnc2)cc1 (stereo not drawn) | 0.1 | -1 | 97 | 108 | 97 | 100 | 102 | 100
C=CCNc1nc(Nc2ccc([N+](=O)[O-])cc2)nc(N2CCCC2)n1 | 0.1 | 11 | 94 | 102 | 101 | 91 | 121 | 99
CCN(c1ccccc1)c1nc(C#N)nc(N(CC)c2ccccc2)n1 | -0.2 | -2 | 98 | 97 | 98 | 105 | 110 | 87
O=C(c1ccc(N2CCN(S(=O)(=O)c3ccccc3)CC2)c([N+](=O)[O-])c1)N1CCOCC1 | -0.1 | 0 | 103 | 101 | 103 | 96 | 88 | 101
COC(=O)Nc1ccc(S(=O)(=O)N2CCCCC2C(=O)NCc2ccco2)cc1 (stereo not drawn) | 0.0 | 5 | 95 | 106 | 99 | 96 | 101 | 115
O=[N+]([O-])c1cccc(C(=S)N2CCN(c3ccccc3F)CC2)c1 | 0.0 | -3 | 82 | 97 | 90 | 90 | 81 | 98
O=C(CCCc1c[nH]c2ccccc12)NCc1ccc2c(c1)OCO2 | 0.1 | 15 | 97 | 87 | 87 | 88 | 99 | 111
Cc1oc(-c2ccccc2F)nc1CS(=O)(=O)CC(=O)NCCCN(C)C1CCCCC1 | 0.2 | 0 | 101 | 91 | 99 | 104 | 93 | 107
CCCCC(=O)Nc1ccc(C(=O)NNC(=S)NC(=O)c2ccco2)cc1 | -0.1 | 0 | 102 | 111 | 107 | 116 | 100 | 77
CS(=O)(=O)N(CC(=O)N1CCCCC1)c1ccc2c(c1)OCO2 | 0.0 | 0 | 106 | 105 | 105 | 108 | 109 | 90
CCOC(=O)c1[nH]c2ccc(Br)cc2c1NC(=O)CCN1CCCC(C)(C)C1 | 0.5 | 38 | 93 | 97 | 93 | 95 | 96 | 104
CC(C)Sc1nc(N)c2c3c(sc2n1)CN(C)CC3 | 0.0 | 13 | 105 | 108 | 95 | 92 | 95 | 99
COc1ccc(C(=O)NCC(c2cccnc2)N2CCN(c3ccccc3)CC2)cc1OC (stereo not drawn) | 0.0 | 0 | 120 | 97 | 104 | 111 | 119 | 99
O=[N+]([O-])c1ccc2c(c1Nc1ccccc1Cl)=NC1(CCCCC1)N=2 | -0.1 | 5 | 109 | 109 | 105 | 105 | 93 | 78
COc1ccc(C(=O)NCCS(=O)(=O)NCc2ccccc2)cc1 | 0.0 | 1 | 107 | 97 | 98 | 107 | 107 | 77
O=C(Nc1cc(S(=O)(=O)Nc2ccc(Cl)cc2)ccc1N1CCCCC1)c1ccc(F)cc1Cl | 0.0 | 5 | 100 | 102 | 102 | 100 | 95 | 85
COCCn1c(SCC(=O)N(C(C)C)C(C)C)nnc1-c1cc2ccccc2cc1O | 0.0 | 2 | 89 | 100 | 101 | 98 | 100 | 103
Cc1ccc(C)c(NC(=S)N(Cc2ccco2)C(C)c2cccs2)c1 (stereo not drawn) | -0.1 | 1 | 88 | 106 | 96 | 99 | 107 | 94
CC(C)(C)OC(=O)C[C@@H]1C/C=C\C[C@H](CC(=O)N(CCO)Cc2ccccc2)C(=O)N[C@H](Cc2ccccc2)COC1=O | -0.3 | 1 | 106 | 101 | 100 | 99 | 98 | 86
Cc1ccc2c(c1)[nH]c1c(=O)n(Cc3ccccn3)cnc12 | 0.1 | 49* | 99 | 96 | 97 | · | 102 | 100

Arranged by molecular weight (smallest number first): some entries from above
SMILES | Efflux pump mplx | AHR act | CIT2 TOR yeast | MEP2 TOR yeast | RPL19A-GFP yeast | AGP1-GFP MLPCN | LAP4 TOR yeast | Yeast superoxide
Cc1ccc2c(c1)[nH]c1c(=O)n(Cc3ccccn3)cnc12 | 0.1 | 49* | 99 | 96 | 97 | · | 102 | 100
Cc1ccc(C)c(NC(=S)N(Cc2ccco2)C(C)c2cccs2)c1 (stereo not drawn) | -0.1 | 1 | 88 | 106 | 96 | 99 | 107 | 94
COCCn1c(SCC(=O)N(C(C)C)C(C)C)nnc1-c1cc2ccccc2cc1O | 0.0 | 2 | 89 | 100 | 101 | 98 | 100 | 103
CCOC(=O)c1[nH]c2ccc(Br)cc2c1NC(=O)CCN1CCCC(C)(C)C1 | 0.5 | 38 | 93 | 97 | 93 | 95 | 96 | 104

The list continues:
SMILES | Efflux pump mplx | AHR act | CIT2 TOR yeast | MEP2 TOR yeast | RPL19A-GFP yeast | AGP1-GFP MLPCN | LAP4 TOR yeast | Yeast superoxide
Cc1nn(-c2ccccc2)c(N2CCCC2)c1/C=N/NC(=O)c1cc2ccccc2cc1O | 0.5 | 8 | 89 | 102 | 102 | 91 | 102 | 94
O=C(NCc1ccccn1)C1CCC(=O)N1C1CCCC1 (stereo not drawn) | 0.0 | -2 | 99 | 93 | 98 | 97 | 94 | 101
O=C(Nc1ccn(-c2ccccc2)n1)c1ccc(Cl)cc1 | 0.2 | 16 | 71 | 101 | 101 | 87 | 119 | 97
CC1CC(C)CN(C(=O)Cn2c(=O)oc3cc(S(=O)(=O)N4CCCC4)ccc32)C1 (stereo not drawn) | 0.1 | 0 | 92 | 90 | 97 | 104 | 99 | 87
Cc1ccc(-n2nc3c(=O)n(C(C)C(=O)NC4CC4)nc(C)c3c2C)cc1 (stereo not drawn) | 0.1 | 2 | 110 | 108 | 108 | 110 | 110 | 95
CCOC1OC(=O)C(Cl)=C1Nc1cc(C)ccc1C (stereo not drawn) | 0.0 | 0 | 75 | 90 | 84 | 83 | 80 | 96
Nc1cc2c(cc1[N+](=O)[O-])OCO2 | 0.0 | 5 | 103 | 103 | 100 | 94 | 87 | 110
CCOc1ccccc1NC(=O)Nc1ccsc1C(=O)OC | 0.1 | 40 | 91 | 93 | 98 | 94 | 102 | 99
CCOc1cc(C(=O)NCCCNC(=O)c2cc(OCC)c(OCC)c(OCC)c2)cc(OCC)c1OCC | 0.0 | 2 | · | 94 | 100 | · | · | 106
COc1ccc(C2(C(=O)NCC3CCCO3)CCOCC2)cc1 (stereo not drawn) | 0.0 | 1 | 107 | 105 | 99 | 106 | 105 | 123
O=C(Nc1ccc(Cl)cc1)[C@@H]1[C@@H]2C(=O)N(c3ccc4ccccc4c3)C(=O)[C@@H]2[C@H]2C=CC=NN21 | 0.2 | 36 | · | 100 | 96 | 105 | 93 | 103
O=C(Cc1ccccc1)NNS(=O)(=O)c1ccccc1[N+](=O)[O-] | 0.0 | 1 | 102 | 101 | 102 | 104 | 101 | 119
COC(=O)Nc1sccc1C(=O)Nc1sccc1C(=O)OC | -0.1 | 2 | 98 | 112 | 101 | 102 | 109 | 105
Cc1ccc(O)c(C2=NNC(O)(C(F)(F)F)C2)c1 (stereo not drawn) | 0.0 | -1 | 109 | 109 | 100 | 101 | 107 | 97
COc1ccccc1S(=O)(=O)Cc1ccc(C(=O)NC(C)c2ccc3c(c2)OCCO3)o1 (stereo not drawn) | -0.2 | -4 | 92 | 101 | 97 | 106 | 76 | 106
CCOC(=O)[C@H]1[C@H]2COc3ccc(C)cc3[C@@H]2N2C(=O)c3cc(C)ccc3NC(=O)[C@@]12C | 0.1 | 0 | 85 | 88 | 89 | 88 | 93 | 88
O=C(Cn1cnc2c(cnn2-c2ccc(Cl)cc2)c1=O)N1CCN(c2ccccc2)CC1 | -0.1 | 1 | 104 | 97 | 97 | 100 | 111 | 96
CCN(CC)C(=O)Cn1c(=O)n(-c2ccccc2)c(=O)n1CC(=O)N(CC)CC | 0.0 | -1 | 97 | 103 | 99 | 104 | 97 | 90
CCN(CC)S(=O)(=O)c1ccc(/C=C/C(=O)Nc2cccc(F)c2)cc1 | -0.2 | 4 | 107 | 104 | 105 | 104 | 105 | 100
CCCC1=C(C(=O)OCC)C(c2ccc(O)cc2)n2ncnc2N1 (stereo not drawn) | -0.1 | -3 | 109 | 104 | 107 | 107 | 103 | 97
O=C(O)COCC(=O)NCc1csc2ccc(Cl)cc12 | 0.3 | 0 | 101 | 89 | 95 | 108 | 104 | 101
O=C(CC1NCCNC1=O)Nc1ccc([N+](=O)[O-])cc1 (stereo not drawn) | 0.3 | 2 | 99 | 106 | 104 | 106 | 103 | 119
Cc1nc(C)c(CC(=O)N2CCc3c([nH]c4ccccc34)C2c2ccccn2)s1 (stereo not drawn) | 0.2 | 22 | 102 | 106 | 104 | 98 | 91 | 101
C=CCn1c(CNC(=O)CCC)nc2ccccc21 | -0.1 | 3 | 100 | 97 | 99 | 103 | 98 | 111
Cc1c(Cl)cccc1NC(=O)Nc1ccn(C)n1 | 0.0 | 5 | 84 | 86 | 88 | · | 89 | 93
CCOc1ccc(-c2nc(S(=O)(=O)c3ccccc3)c(N3CCOCC3)o2)cc1 | -0.1 | 0 | 93 | 99 | 96 | 100 | 100 | 76
O=C1Nc2ncccc2OC1CCO (stereo not drawn) | 0.0 | 2 | 92 | 106 | 100 | 102 | 108 | 97
CCCCn1c(N)c(N(CCOC)C(=O)CSc2nnc(-c3ccc(C(C)(C)C)cc3)n2N)c(=O)[nH]c1=O | -0.1 | 0 | 106 | 105 | 99 | 106 | 109 | 105
CC1(C(=O)Nc2cccc(C(F)(F)F)c2)CO1 (stereo not drawn) | -0.1 | 3 | 95 | 100 | 97 | 102 | 102 | 90
COc1ccc(C)cc1-n1nnnc1SCC(=O)N1CCC(C(=O)Nc2nccs2)CC1 | -0.2 | 0 | 97 | 98 | 94 | 106 | 102 | 110
COc1ccc(-c2nnc(NC(=O)C3CCCN3S(=O)(=O)c3cccs3)o2)cc1 (stereo not drawn) | -0.1 | 23 | 95 | 95 | 94 | 105 | 108 | 106
Cc1ccc(C(=O)CNc2ccc(Br)cc2)cc1 | 0.1 | 5 | · | 102 | 102 | 104 | 101 | 94
c1ccc(-n2c(-c3cccs3)nc3nc4ccccc4nc32)cc1 | -0.2 | 24 | 109 | 107 | 104 | 102 | 95 | 97
COC(=O)C(Cc1c[nH]c2ccccc12)NC(=O)c1cncc(Br)c1 (stereo not drawn) | 0.2 | 44 | 100 | 102 | 101 | 96 | 93 | 109
CCOc1ccc2nc(NCCCO)[nH]c2c1 | 0.1 | 4 | 105 | 102 | 100 | 103 | 100 | 114
